Insulin prom inh – TRM-6 insulin promoter activity inhibition; TRM-6 cells (human fetal islet line), insulin promoter-eGFP reporter, imaging; reporter expression induced with tamoxifen; inhibition, % at 2 µM; hit rate 0.9% among 130,000;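 active = inhibition above the mean plus 3 SD, with well images judged a real hit on visual review, cut at about 60% in these data, passing the limit was not always enough; inconclusive = inhibition over the cutoff but images rejected on review; inactive = inhibition not above the cutoff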
SDO1 yeast rescue – compounds rescuing growth of sdo1-depleted yeast, bone marrow failure model. S. cerevisiae sdo1-depleted JHY4D growth rescue, OD600 30 h; hits give high values; pdr5 snq2 efflux-pump mutant strain. z-score at 10 µM. hit rate 0.21% among 140,000;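 active = z-score above 3 at both the 24 hr and the 30 hr optical density reads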;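 also: z-score against mean and SD of all compound wells on the same plate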
SDO1 yeast rescue Rescue 24 h – recorded beside SDO1 yeast rescue, whose call it bears; z-score; S. cerevisiae sdo1-depleted JHY4D growth rescue, OD600; measured here: growth rescue at 24 h;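 0 is the plate mean of compound wells and units are plate SD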
Starred values were filed as active, the others as inactive; i = inactive; ? = inconclusive; . = no result given; & = joins results of further samples. The list is partial; count on the stated rates, not on these rows.

SMILES	Insulin prom inh	SDO1 yeast rescue	SDO1 yeast rescue Rescue 24 h
COc1ccccc1NC1=NC(C)(C)N=C(N)N1	-12.8	0.33	0.26
CC(C)Oc1ccc(CCN=C(N)N=C(N)N)cc1Cl	-20.0	.	.
CC(=O)c1cccc(S(=O)(=O)NCC(c2ccco2)N2CCCCC2)c1 (stereo not given)	13.6	0.82	0.42
CCOc1ccc(CC(=NCCc2ccccc2)C2=C(O)CC(C)(C)CC2=O)cc1OCC	-19.4	0.66	1.34
CCCN(CCC)c1nc(NC2CCN(C(=O)OCC)CC2)nc(OC)n1	-35.0	-0.93	0.21
Cc1cc(C)cc(OCC(=O)N2N=C(C(F)(F)F)CC2(O)C(C)(C)C)c1 (stereo not given)	?	-1.27	-1.24
CCOc1ccc(-c2nnc(-c3ccc(OC)cc3)o2)cc1	-111.1	-1.3	0.39
CC(=O)NC(Nc1nc2c(s1)CCCC2)(C(F)(F)F)C(F)(F)F	14.3	0.69	0.1
CCOC(=O)N1CCN(C(=O)c2ccc(N3C(=O)CCC3=O)cc2)CC1	-18.8	0.34	0.08
CCN(CC)c1ccc(C(=O)NNC(=O)CCl)cc1	25.0	.	.
c1c2c(cc3sc(N4CCCCC4)nc13)OCCO2	-77.8	-0.43	0
Cc1ccc(C(=O)Nc2nc(COc3ccccc3)cs2)s1	3.0	-0.78	-0.56
Cc1nnc(N(Cc2ccco2)C(=O)c2ccc(C#N)cc2)s1	16.7	-0.09	-0.16
O=C(Nc1nccs1)c1cc2c(s1)CCCCC2	25.4	-1.86	-1.69
Cc1ccc(C(=O)NC2CCSC2=O)cc1 (stereo not given)	.	-0.08	-0.33
CCOC(=O)c1cnn(-c2nc(-c3ccc(C)cc3)cs2)c1C(F)(F)F	46.1	1.25	-0.14
COCCNC(=O)c1cc(-c2ccc3c(c2)OCO3)on1	.	0.02	-0.95
O=C1CC(NCc2ccco2)C(=O)N1CCc1ccccc1 (stereo not given)	.	0.32	0.06
Cc1cccc(C)c1NC(=S)N(CCN(C)C)C(C)c1ccccn1 (stereo not given)	-110.0	.	.
CN(C)S(=O)(=O)c1ccc(N2CCCC2=O)c([N+](=O)[O-])c1	4.0	-0.3	-0.65

Shown with two lines to a compound: entries from further up.
Every second line gives: Insulin prom inh	SDO1 yeast rescue	SDO1 yeast rescue Rescue 24 h
- O=C(Nc1nccs1)c1cc2c(s1)CCCCC2
 : 25.4	-1.86	-1.69
- Cc1ccc(C(=O)NC2CCSC2=O)cc1 (stereo not given)
 : .	-0.08	-0.33
- CCOC(=O)c1cnn(-c2nc(-c3ccc(C)cc3)cs2)c1C(F)(F)F
 : 46.1	1.25	-0.14
- COCCNC(=O)c1cc(-c2ccc3c(c2)OCO3)on1
 : .	0.02	-0.95
- O=C1CC(NCc2ccco2)C(=O)N1CCc1ccccc1 (stereo not given)
 : .	0.32	0.06

Another view of two compounds above.
c1c2c(cc3sc(N4CCCCC4)nc13)OCCO2
  Insulin prom inh: -77.8; SDO1 yeast rescue: -0.43; SDO1 yeast rescue Rescue 24 h: 0
Cc1nnc(N(Cc2ccco2)C(=O)c2ccc(C#N)cc2)s1
  Insulin prom inh: 16.7; SDO1 yeast rescue: -0.09; SDO1 yeast rescue Rescue 24 h: -0.16

More compounds
SMILES	Insulin prom inh	SDO1 yeast rescue	SDO1 yeast rescue Rescue 24 h
CCOC(=O)C1CCN(C(C(=O)NC2CCCC2)c2ccc(C)cc2)CC1 (stereo not given)	.	0.55	1.02
COC(=O)c1ccccc1NC(=O)c1ccc(-c2cccc(Cl)c2)o1	0.0	-0.81	0.2
CCN1CCN(CC(O)COc2ccc(C)c(C)c2)CC1 (stereo not given)	0.0	0.52	0.23
Cc1ccc(-c2c3c(=O)n(C)c(=O)n(C)c3cn2-n2cnnc2)cc1	.	1.23	1.09
CCN1CCN(Cc2ccc(OCc3ccccc3)cc2)CC1	-304.6	0.55	0.69
O=C(c1cnc(Cl)c(Cl)c1)N1CCC(Cc2ccccc2)CC1	40.0	.	.
Cc1nn(Cc2ccc(Cl)cc2)c(C)c1NC(=O)c1cc(-c2ccc3c(c2)OCO3)on1	55.0	-2.14	-1.46
S=C(NCc1cccs1)Nc1cccc(Cl)c1	-7.4	-0.68	-0.66
O=C(c1ccc2nc(N3CCOCC3)sc2c1)N1CCN(C(=O)c2ccco2)CC1	.	0.26	-0.07
O=C(NCc1ccccn1)c1ccc2nc(-c3ccco3)c(-c3ccco3)nc2c1	.	1.06	1.08
O=C(O)C1CC(=O)N(Cc2cccs2)C1 (stereo not given)	.	0.41	0.12
CCOCC(=O)Nc1nnc(COC)s1	2.6	0.05	-1.01
CN(C)CCOC(c1ccccc1)c1ccccc1	14.3	-0.95	-0.62
CC(=O)N1N=C(c2c(-c3ccccc3)c3cc(C)ccc3[nH]c2=O)CC1c1ccco1 (stereo not given)	0.0	-1.3	-1.27
Cc1cccc(OCCN2C(=O)c3ccccc3C2=O)c1	-17.6	.	.
CC(=O)NC(Cc1cccc(C)c1)C(=O)NC1CCN(c2ncccc2[N+](=O)[O-])CC1 (stereo not given)	.	0.55	-0.32
Cc1ccc(C)c(NC(=S)NC2CC3CCC(C2)N3Cc2ccco2)c1 (stereo not given)	.	0.19	-0.23
CCN(CC)c1ccc(NC(=O)COC(=O)c2ccc3ccccc3n2)cc1	23.1	0.17	0.36
c1cncc(Nc2nc(-c3ccncc3)cs2)c1	4.3	0.88	0.54
O=C(O)c1cccc(N/N=C/c2ccc(-c3ccccc3)cc2)c1	18.2	.	.

Looked up by compound from above:
SMILES	Insulin prom inh	SDO1 yeast rescue	SDO1 yeast rescue Rescue 24 h
Cc1ccc(-c2c3c(=O)n(C)c(=O)n(C)c3cn2-n2cnnc2)cc1	.	1.23	1.09
S=C(NCc1cccs1)Nc1cccc(Cl)c1	-7.4	-0.68	-0.66

Later entries:
SMILES	Insulin prom inh	SDO1 yeast rescue	SDO1 yeast rescue Rescue 24 h
O=C1c2ccccc2C2(c3ccccc3)NCCN12 (stereo not given)	.	0.21	-0.08
Cc1cccc(CN(C)CCc2ccccn2)c1	-38.5	-0.85	-0.96
CCn1c(SCC(=O)NNC(=S)Nc2ccc(C)cc2)nnc1-c1ccc(Cl)cc1	-12.9	0.12	-0.01
CS(=O)(=O)N1CCC(C(=O)Nc2ccccc2F)CC1	10.0	0.06	-0.03
O=C1C(Cl)=C(NCC2CCCO2)C(=O)N1CCc1ccccc1 (stereo not given)	i	0.29	0.74
N/C(=N\OC(=O)CC(c1ccccc1)c1ccccc1)c1cccnc1	-68.4	.	.
CCOC(=O)c1sc(NC(=O)C(OC(C)=O)c2ccccc2)nc1C (stereo not given)	-11.1	-0.96	-0.46
COc1ccc(OC)c(/C(O)=C/C(=O)C(=O)Nc2cc(C)ccc2OC)c1	19.4	-2.63	-1.67
Cc1ccc(S(=O)(=O)Nc2ccc(S(=O)(=O)Nc3cc(C)nc(C)n3)cc2)cc1	-22.2	.	.
CCN1/C(=C2\C(=O)N(C)C(=S)N2C)C=Cc2ccccc21	.	0.55	0.44
O=C(COc1ccccc1)NCc1nnc(SCC(=O)Nc2nccs2)n1-c1ccccc1	.	0.3	0.04
Cc1cccc(C2c3[nH]c4ccccc4c3CCN2Cc2cnn(-c3ccc(F)cc3)c2)n1 (stereo not given)	10.0	.	.
CCOC(=O)C1C(=O)C=C(c2ccc(Br)cc2)CC1c1ccco1 (stereo not given)	-39.5	-0.89	-0.17
CC1=NN(c2ccc(Cl)c(C(=O)O)c2)C(=O)C1	9.1	-0.59	-1.27
CN1C(=O)CC(n2c(CO)nc3ccccc32)C1=O (stereo not given)	13.2	0.21	-0.16
CCC(=O)N1c2ccc(S(=O)(=O)CCC(=O)NCCC3=CCCCC3)cc2CC1C (stereo not given)	37.5	0.14	0.67
Cc1ccc(OCCn2c(CCCO)nc3ccccc32)cc1	-17.9	-0.67	-1.2
NC(=O)c1oc2ccccc2c1NC(=O)c1nc2ccccc2s1	-20.0	-1.36	-0.53
Cc1ccsc1C(=O)OCC(=O)c1cc2ccccc2o1	-45.5	-1.97	-1.38
COc1ccc(NC(=O)CN(C)S(=O)(=O)c2cccc3cccnc23)cc1	.	-0.27	-0.58
NNC(=O)c1ccc(Cn2cc(Cl)cn2)cc1	-7.7	-0.43	0.19
c1ccc(Cc2nc3ccccc3n2Cc2ccccc2)cc1	-15.9	-2.17	-1.79
COc1ccc(CCNC(=O)C(=O)NCCOc2ccccc2)cc1OC	21.9	-0.08	-0.74
O=C(CSc1n[nH]c(-c2ccncc2)n1)c1ccccc1	.	0.03	-0.17
CCn1c(CN2CCN(C(=O)c3ccco3)CC2)nc2c1c(=O)n(C)c(=O)n2C	-45.5	1.86	1.23
CCN(CCCCCN(C)C)Cc1cc2ccccc2o1	.	1	0.26
Fc1cccc(Cl)c1Cn1nnc(-c2ccc3c(c2)OCO3)n1	-25.0	-1.6	-0.68
CCN1CCCC1CNC(=O)c1cc2c(-c3ccc(Cl)cc3)nn(C)c2s1 (stereo not given)	.	-0.52	-0.84
Cc1n(C)c2cc(Cl)ccc2[n+]1Cc1ccccc1	66.7	.	.
COc1ccc(N2C(=O)CSC23C(=O)N2c4c(cccc43)C(C)=CC2(C)C)cc1 (stereo not given)	-14.8	-1.54	-1.76
CN1C(=O)c2ccccc2C(C(=O)NCc2ccco2)C1c1c[nH]c2ccccc12 (stereo not given)	-10.3	2.18	1.79
CCCC(=O)Nc1ccc(NC(=O)c2cccc(OC)c2)nc1	.	1.44&0.35	1.41&0.19
Cc1ccccc1C(=O)NC(C(=O)Nc1nc2c(s1)CCCC2)C(C)C (stereo not given)	-37.9	-1.24	-0.88
C=CCSc1nc2ccccc2n1Cc1nnc(-c2cccs2)o1	.	-0.18	0.22
COc1ccc(C(=O)N2CCN=C2c2ccccc2)cc1OC	.	0.01	-0.22
Cc1ccc(OCCSc2nc(N)cc(N)n2)cc1	41.7	.	.
COc1ccc(C)cc1NC(=O)C(=O)NNC(=O)c1ccco1	.	0.27	-0.81
Cc1ccc2oc(=O)c3cnn(CC(=O)N(CCCN4CCOCC4)Cc4ccco4)c3c2c1	.	-0.33	-0.4
Cc1cccc(N2CCN(C(=O)CCS(=O)(=O)c3ccc(Br)cc3)CC2C)c1 (stereo not given)	-7.1	.	.
CCCn1nc(C(=O)NCCc2ccc(S(N)(=O)=O)cc2)c2ccccc2c1=O	.	-0.19	-0.41
COc1ccc(N2CCN(C(=O)CSc3nc4c(c(=O)n(C)c(=O)n4C)n3C(C)C)CC2)cc1	0.0	-0.69	-0.74
CCOc1ccc2cc(C(=O)c3ccccc3)c(=O)oc2c1	18.5	-0.83	-0.95
O=[N+]([O-])c1cc(C(F)(F)F)cc([N+](=O)[O-])c1NCc1cccnc1	.	0.58	0.29
Cc1onc(-c2ccccc2Cl)c1C(=O)Nc1ccc(F)c(F)c1	-100.0	-0.23	-0.12
CCOC(=O)C1CCN(c2c(NCc3ccc(C(=O)NC(C)CC)cc3)c(=O)c2=O)CC1 (stereo not given)	37.5	0.57	1.05
COc1ccc(C/C(C)=N/NC(=O)c2ccncc2)cc1	0.0	1.44	0.16
CC1=CN2C(=N)/C(=C/c3ccc(C)o3)C(=O)N=C2S1	.	-0.2	-0.55
Cc1ccc(S(=O)(=O)N2CCN(CC(=O)NC3CCCc4ccccc43)CC2)c(C)c1 (stereo not given)	0.0	-1.14	-0.81
Cc1cccc(Nc2nnc(SC/C(O)=C(\C#N)c3nc4ccccc4[nH]3)s2)c1C	-33.3	-0.52	0.5
CCCCCCOC(=O)C(C#N)c1nc2ccccc2nc1N1CCN(CC)CC1 (stereo not given)	-3.0	0.57	-0.05
(listing goes on)
SMILES	Insulin prom inh	SDO1 yeast rescue	SDO1 yeast rescue Rescue 24 h
CCCCn1c(O)c(N=NC(=O)c2ccncc2)c2cc(Br)ccc21	-30.0	-0.61	-1.34
Cc1ccccc1C(=O)N1CCc2ccccc2C1	-25.7	1.15	0.91
Cc1cc(C)n(C(=O)CNC(=O)Cc2ccccc2)n1	58.1	-0.08	-0.74
CCc1nnc(NS(=O)(=O)c2ccc(NC(=S)NC(=O)/C=C/c3ccccc3)cc2)s1	44.4	0.51	-0.11
O=C(CN1C(=O)c2ccccc2S1(=O)=O)N1CCOCC1	36.4	1.43	0.95
CC(=O)n1nc(-c2ccc(Cl)cc2)nc1NCc1ccco1	14.3	-0.39	0.33
CCOC(=O)N1CCN(C(=O)COc2ccc(Cl)cc2)CC1	26.0	1.42	2.24
O=C(NCCN1CCOCC1)c1ccc2c(c1)ncn2C1CCCCC1	-30.8	-0.03	-0.6
COC(=O)Nc1ccc(OCC(=O)N2CCOCC2)cc1	15.4	1.05	-0.04
Cc1ccc(C2/C(=C(/O)c3ccc(Cl)cc3)C(=O)C(=O)N2CC2CCCO2)o1 (stereo not given)	11.1	0.73	0.15
O=C(COC(=O)Cc1ccc(S(=O)(=O)N2CCOCC2)s1)NCc1ccccc1	15.2	1.98	0.6
COc1ccc(CC(=O)NC(=S)Nc2ccc(S(=O)(=O)NC(C)(C)C)cc2)cc1	.	-0.81	-0.62
Cc1c(C(=O)NCC(C)C)sc2nc(-c3ccc(F)cc3)cn12	57.1	-0.61	-0.28
O=C(O)CCC(=O)N1CCc2cc(S(=O)(=O)NC3CCCC3)ccc21	.	-0.38	-0.61
O=S1(=O)N=C(Oc2cccc3ccccc23)c2ccccc21	-25.0	-0.01	0.32
CC(C)(C)N1CC(c2nc3ccccc3n2Cc2ccc(Cl)cc2)CC1=O (stereo not given)	-7.7	-1.39	-1.33
N#Cc1ccc(-c2ccccc2)nc1Sc1ccc(F)cc1	.	0.7	2.04
CCN(CCCNC(=O)C1CCC(=O)N1C(C)C)c1cccc(C)c1 (stereo not given)	-3.3	1.28	1.49
O=C1CC(C(=O)N(c2ccc(F)cc2)C(C(=O)NC2CCCC2)c2ccccn2)CS1 (stereo not given)	31.2	0.57	-0.43

Screens as filed in PubChem.
